# Screens: PubChem BioAssay, Small Molecule Screening Facility, UW Madison
# RMI FANCM FP: RMI-FANCM interaction inhibition; Fluorescence polarization, RMI core complex with F-MM2 peptide; hits give low values; AID 1159607; 0.58% of 70,000 active; FP signal (polarization) at 33 µM; in the data active = FP signal below about 40; note: inactives centre near 61; strong numbers were not always called active; unit not given here
# An asterisk follows results filed as active; & = joins results of further samples.
SMILES,RMI FANCM FP
O=C(NNc1nc(-c2ccccc2)c2cc(Cl)ccc2n1)c1ccccc1F,60
O=C(CSc1ccc(NC(=O)c2ccccc2)nn1)NCc1ccc2c(c1)OCO2,65
CCOc1ccc(NC(=O)CCc2csc(NS(=O)(=O)c3ccc(F)cc3)n2)cc1,64
CCOc1ccc(-n2nnc3c(N4CCN(S(=O)(=O)c5ccc(CC)s5)CC4)ncnc32)cc1,51
O=C(O)CCn1ccc(=O)[nH]c1=O,72
Cc1cc(C(=O)Nc2nnc(CSc3ccccc3)o2)no1,66
O=C(O)c1ccc(CNS(=O)(=O)c2ccc(Oc3ccccc3Cl)cc2)cc1,72
CC(C)c1cc(=O)n2c(n1)SCC2CC(=O)N1CCN(Cc2ccccc2)CC1 (stereo unspecified),66
O=C(NC(=S)Nc1nc2ccc([N+](=O)[O-])cc2s1)c1ccc(S(=O)(=O)N2CCCC2)cc1,70
Cn1c(SCC(=O)Nc2ccccc2C#N)nc2cc(-c3ccccc3)sc2c1=O,65
O=C(Nc1cccc2ncccc12)c1cc2ccccc2oc1=O,60
COc1ccc(-c2[nH]ncc2CN2CCN(c3cc(C(F)(F)F)ccn3)CC2)cc1,58
O=C(O)CCc1ccc2c(c1)OCO2,61
Cn1nc(C2CC2)cc1NC(=O)COc1ccc(Cl)cc1Cl,54
CC(C)Oc1ccc(C(=O)NCCn2ncc3c(=O)n(Cc4ccc([N+](=O)[O-])cc4)cnc32)cc1,64
Cc1nc2ccccn2c1C(=O)NNS(=O)(=O)c1ccc(-c2ccccn2)s1,62
CC(C)CC(C(=O)Nc1cccc(O)c1)N1C(=O)c2ccccc2C1=O (stereo unspecified),54
CN(c1ccccc1)S(=O)(=O)c1ccc(C(=O)Nc2nc(-c3ccccn3)cs2)cc1,68
O=C(NCCCn1nc(-c2cccs2)ccc1=O)Nc1ccc(F)cc1,68
Cc1ncc([N+](=O)[O-])n1CC(O)CCl (stereo unspecified),66&64
CS(=O)(=O)c1ccc(Nc2nc(CC(N)=O)cs2)cc1,62
N#Cc1c(-c2ccccc2)nc(SCc2ccccc2)[nH]c1=O,51
O=C(Nc1nc2ccc(F)cc2s1)c1ccc(-c2nc3ccccc3s2)s1,62
Cn1nccc1NC(=O)/C(C#N)=C/c1cccc(Cl)c1,55
Cc1ccccc1Cn1cnc2c(cnn2CCNC(=O)c2c(F)cccc2Cl)c1=O,69
SMILES,RMI FANCM FP
Cc1ccc2[nH]c3c(=O)n(CCC(=O)N4CCN(c5cc(Cl)ccc5C)CC4)cnc3c2c1,64
COc1cc2c(cc1OC)CN(C(=O)CSc1ncnc3sc4c(c13)CCC4)CC2,72
O=C(CSc1nnc(CNC(=O)C23CC4CC(CC(C4)C2)C3)n1-c1ccccc1Cl)c1ccccc1,58
O=C(Nc1ccc(Cl)c(Cl)c1)NC1CCS(=O)(=O)C1 (stereo unspecified),62
CC(C)(C)c1cc(C(=O)Nc2nc(-c3ccccc3)ns2)cc(C(C)(C)C)c1,72
C=CCNC(=O)N1CC(Oc2ccc(Cl)cc2)C1,63
Cn1cnc([N+](=O)[O-])c1N1CCC(C(N)=O)CC1,56
CCNc1cc(C)nc(Nc2ccc(NC(=O)c3cc4ccccc4oc3=O)cc2)n1,86
CCc1nnc(NC(=S)NC(=O)c2ccccc2)s1,57
CC(C)CCCC(C)[C@H]1CCC2C3CC[C@@H]4C[C@H](O)CC[C@]4(C)C3CC[C@@]21C (stereo partly specified),57
O=C(CSc1nnc(-c2c[nH]c3ccccc23)n1-c1ccc(F)cc1)N1CCCCC1,92
Cc1c(C(=O)Nc2c(N)nc(SCc3cccc(Cl)c3)[nH]c2=O)cccc1[N+](=O)[O-],83
CS(=O)(=O)N1CCCC(C(=O)Nc2ccc(-c3nc4ccccc4o3)cc2)C1 (stereo unspecified),109
O=C(COc1ccc(Cl)cc1)Nc1cccc(-c2cn3c(n2)SCC3)c1,58
O=C(/C=C/c1ccco1)Nc1ccc(Oc2ccccc2)cc1,57
Cn1c(Sc2sccc2[N+](=O)[O-])nnc1C(F)(F)F,56
O=C(NC(Sc1ncccn1)C(=O)c1ccccc1)c1ccccc1 (stereo unspecified),63
O=C(NCc1nnnn1-c1ccccc1)c1ccc(S(=O)(=O)N2CCCC2)cc1,58
COc1ccc(OC)c(Nc2ccnc3c2c(=O)n(C)c(=O)n3C)c1,69
CC(=O)Nc1cccc(NC(=O)Cn2c(-n3nc(C)cc3C)nc(C)c(C)c2=O)c1,62
CCC(=O)Nc1ccc(SCC(=O)Nc2ccc(OC)c(OC)c2)nn1,66
COc1cc(C(=O)NCCn2ncc3c(=O)n(Cc4ccccc4F)cnc32)c([N+](=O)[O-])cc1OC,67
Cc1nnc(C2CCCN(C(=O)CC(C)(C)C)C2)s1 (stereo unspecified),61
Cc1cc(C)c(S(=O)(=O)NCCc2ccc3c(c2)CCCN3C)cc1C,67
COc1ccc(/C=N\N=C/c2ccc(OC)c(OC)c2)cc1OC,57
SMILES,RMI FANCM FP
CSc1scc2c1/C(=N\OC(=O)Nc1ccccc1)CC(C)(C)C2,64
O=C(NCCC1=CCCCC1)C(=O)NCCN1CCN(c2ccc(F)cc2)CC1,62
O=C(CCS(=O)(=O)c1ccc(F)cc1)Nc1ccc([N+](=O)[O-])cc1,51
Cc1ccc(NC(=O)Cn2c(C)cc(C)c(-c3nc(-c4cccc(Cl)c4)no3)c2=O)cc1C,88
CS(=O)(=O)c1cccc(-c2nnc(NC(=O)c3ccccc3Cl)o2)c1,64
COc1ccc(-c2ccc(=O)n(CCNS(=O)(=O)c3cc(C)c(OC)c(C)c3C)n2)cc1,57
Cc1ccc(-c2nc3scc(CCNS(=O)(=O)N(C)C)n3n2)cc1,55
CC(=O)c1cccc(NC(=O)Cn2cccc(-c3nc(-c4ccc(Br)cc4)no3)c2=O)c1,107
O=C(/C=C/c1ccco1)Nc1ccc(S(=O)(=O)Nc2nccs2)cc1,60
O=[N+]([O-])c1cccnc1NC1CCN(Cc2ccccc2)CC1,58
COc1ccc2cc(C3(C)NC(=O)N(CCS(=O)(=O)Oc4ccccc4)C3=O)ccc2c1 (stereo unspecified),64
Cc1ccc(-n2cc(-c3cccs3)[nH]c2=S)cc1,63
Cc1nnc(NC(=O)CSc2[nH]c(=O)ncc2C)s1,54
O=c1c2ccccc2nc(SCc2nc(-c3cccc(Br)c3)no2)n1Cc1ccco1,93
Nc1ccccc1SCc1ncc(C(F)(F)F)cc1Cl,55
Cc1ccc(-n2nc3c(c2NC(=O)COc2ccc4ccccc4c2)CS(=O)(=O)C3)c(C)c1,59
COc1ccc(NC(=O)Oc2ccccc2)cc1,56
COc1ccc(-c2cc3c(SCC(=O)NCc4ccc(F)cc4)nccn3n2)cc1,103
Cc1onc(-c2ccccc2)c1CN1C(=O)c2ccccc2S1(=O)=O,54
CCCn1c(C2CCCO2)nc2ccccc21 (stereo unspecified),59
CSC(=Nc1ccccc1)Nc1ccccc1,61
COc1ccc(S(=O)(=O)CC(=O)Nc2ccc3sccc3c2)cc1,56
O=C(O)CSCC(=O)N1CCN(Cc2c(F)cccc2Cl)CC1,55
COc1ccc(N2CSCc3nc4ccccc4n3C2)cc1,61
O=C(O)CCc1cccs1,63
SMILES,RMI FANCM FP
CC1(C)CC(=O)C(C=Nc2ccc(F)cc2F)=C(O)C1,63
O=C(NCc1ccc(F)cc1)C(=O)NCC1CCN(C2CCCC2)CC1,73
Cc1nc(-c2cccnc2)sc1-c1ccc(SCC(=O)NCc2ccc(F)cc2)nn1,55
c1ccc(OCCSc2nnc3sc4ccccc4n23)cc1,59
COc1cccc(N/C=C(\C#N)C(=O)NCc2ccccc2)c1,71
CNC(=O)NNC(=O)Cn1nnc(N2CCCC2)n1,55
Cc1cc(NC(=O)/C=C/c2ccc([N+](=O)[O-])s2)no1,72
O=S(=O)(NCC(c1cccs1)N1CCOCC1)c1cccc2ccccc12 (stereo unspecified),52
COc1ccccc1CCNC(=O)C(=O)Nc1ccccc1C#N,64
O=C(NCCCS(=O)(=O)N1CCN(c2ccccn2)CC1)C1(c2ccc(Cl)cc2)CCCC1,61
CCOC(=O)c1scc(-c2ccc(C)cc2)c1S(=O)(=O)Nc1cccc(C)c1C,70
CC(=O)c1ccc(-c2cc(C(F)(F)F)ccc2Cl)o1,54
CCCn1cnc2c(cnn2C2CCS(=O)(=O)C2)c1=O (stereo unspecified),63
COc1cc(C(=O)NCCCc2nc3ccccc3n2Cc2ccccc2C)cc(OC)c1OC,63
Cc1sc2ncnc(SCC(=O)N3CCOCC3)c2c1-c1ccc(Cl)cc1,75
O=C(NCCOc1ccc(-c2cccs2)nn1)c1ccc(S(=O)(=O)N2CCCC2)cc1,66
O=C1CC2(CCCc3ccccc32)C(=O)N1CN1CCOCC1 (stereo unspecified),61
COc1cc(S(=O)(=O)NCc2cccnc2)c(OC)cc1Br,57
COc1ccc(CC(=O)N(CCn2cccn2)c2nc3c(F)cccc3s2)cc1C,70
COC(=O)c1ccc(C(=O)Nc2nc(-c3ccc(Cl)cc3)cs2)cc1,92
COC(=O)c1ccsc1NC(=O)C1CCN(S(=O)(=O)c2ccc(F)cc2)CC1,53
CCOC(=O)C1CCN(C(=O)CCc2csc(NC(=O)NC3CCCCC3)n2)CC1,64
O=C(Cc1ccccc1)NCCc1nc2ccccc2[nH]1,61
CN1CCN(C(CNC(=O)NCCc2ccccc2)c2ccc3c(c2)CCN3C)CC1 (stereo unspecified),62&64
COCCNC(=O)c1ccc(NS(=O)(=O)c2ccc(C(C)(C)C)cc2)cc1,74
SMILES,RMI FANCM FP
Cc1cccc(/C=C/C(=O)Nc2ncc(Cc3cccc(C(F)(F)F)c3)s2)c1,79
CC(=O)N1CCN(C(=O)c2ccc(OCc3ccc4ccccc4n3)cc2)CC1,59
O=C(NCCNc1c([N+](=O)[O-])cc(C(F)(F)F)cc1[N+](=O)[O-])c1cccc(C(F)(F)F)c1,58
CN1C(=O)c2cc(NS(=O)(=O)Cc3ccccc3F)ccc2Oc2ccccc21,54
CCn1c(-c2ccc(Cl)cc2)cs/c1=N/N=C/c1ccc(O)cc1,54
Cc1c(S(=O)(=O)NC2CCCCNC2=O)sc2ccc(Cl)cc12 (stereo unspecified),53
COc1cccc(CSc2nc(CC(=O)Nc3ccc(C(C)C)cc3)cc(=O)[nH]2)c1,41
CCCCC(=O)C(C#N)c1nc2ccccc2[nH]1 (stereo unspecified),49
CCOCCn1ccc2c(OCC(=O)NCc3ccco3)cccc2c1=O,55
Cc1ccc(C)c(COC(=O)c2nnn(-c3ccc(Br)cc3)c2C)c1,71
O=C(CSc1nc(C(F)(F)F)cc(=O)[nH]1)N1CCN(c2ccccc2)CC1,53
CC(C)Oc1ccc2c(=O)c(-c3ccccc3)coc2c1,47
CCOC(=O)CS(=O)(=O)C(c1ccccc1)S(=O)(=O)CC(=O)OCC,64
O=C1NCCN1CCNC(=S)Nc1cc(C(F)(F)F)cc(C(F)(F)F)c1,61
O=C(N/N=C/c1ccco1)c1cc(-c2ccc(Cl)cc2)n[nH]1,57
COc1ccc2c(c1OC)C(=O)OC2Nc1cccc(C)c1 (stereo unspecified),57
NC(=O)C1CCN(C(=O)Cc2csc(Nc3ccccc3)n2)CC1,64
CCc1nc(CN2CCN(c3ccc(C(F)(F)F)cn3)CC2)c(C)[nH]1,61
CSc1ccc(/C=C(\NC(=O)c2ccccc2F)C(=O)N2CC3CC(C2)c2cccc(=O)n2C3)cc1 (stereo unspecified),64
COC(=O)c1cccc(NC(=S)NC(=O)c2cccs2)c1,47
Cc1ccc2nc(NC(=O)CSc3nnc(Cc4cccn4C)n3CCc3ccccc3)sc2c1,59
O=C(CCSc1nnc2scc(-c3ccc(Cl)cc3)n12)Nc1cccc(-c2nc3ccccc3s2)c1,74
COc1ccc(Cc2nnc(SCC(=O)Nc3ccc([N+](=O)[O-])cc3)n2N)cc1,54
CS(=O)(=O)c1ccc(Nc2nc(C(=O)N3CCN(c4ncccn4)CC3)cs2)cc1,63
Brc1ccc2nc(N3CCC(Cc4ccccc4)CC3)nc(-c3ccccc3)c2c1,60
SMILES,RMI FANCM FP
CCOC(=O)c1sc(NC(=O)C2CCCCN2S(=O)(=O)c2cccs2)cc1C (stereo unspecified),57
CC(=O)c1cccc(NC(=O)CSc2cc(C)c3ccccc3n2)c1,77
Cc1ccc(C)c2sc(N)nc12,58
Cc1ccc(-n2cc(C(=O)N3CCCC3)nn2)cc1,63
CCc1cc2c(=O)c(-c3ccc4c(c3)OCCCO4)coc2cc1OC(=O)c1ccco1,68
COCCN1CCC(CNC(=O)c2cccc(OC)c2)CC1,71
COC(=O)Nc1nc(CC(=O)NCCc2c[nH]c3ccccc23)cs1,68
Cc1cc(O)cc(=O)n1CCO,52

# The list is partial; the hit share may differ from the screen's.
